# MEKK2mut PB1 HTS: signal of MEK5 binding to mutant human MEKK2 PB1 domain. bead flow cytometry, Alexa488-MEK5 binding to MEKK2 mutant. percent response, % at 10 µM. 290,000 tested, 0.35% active; in the data active = percent response above about 24%, passing the limit was not always enough; also: inactives centre near 1; some results filed as inactive read as strong as hits; reference of the scale not given here
# NALP1 yeast inh: NALP1 inhibition; S. cerevisiae NALP1/ASC/caspase-1 growth, X-gal OD620, 72 h; inhibition, % at 10 µM; 280,000 tested, 0.61% active; AID 2071; in the data active = inhibition mostly above about 24%, no sharp cut-off; inactive = mostly below about 32%; also: some compounds called inactive have numbers as strong as hits
# p-CIP stab down: compounds decreasing mouse p/CIP protein stability; Q05BA5; F442A p/CIP-EGFP cells, EGFP fluorescence, 16 h; decrease of EGFP signal, % at 10 µM; 290,000 tested, 0.01% active;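 active = EGFP signal decrease of at least 30% at 10 µM or well 3 SD below plate mean, unless failing retest; inactive = the rest, including hits failing retest or dose response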; also: some compounds called inactive have numbers as strong as hits; many of its hits are not listed in these tables
# MEKK3 PB1 HTS: raises or lowers MEK5 binding to the human MEKK3 PB1 domain | Q99759 | bead-based flow cytometry, Alexa488-MEK5 binding to MEKK3; actives lie on both sides; 0 = blocked by unlabeled MEK5, 100 = vehicle | binding response (% of control), % at 10 µM | 290,000 tested, 1.4% active | AID 1529;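 active = binding response more than 3 SD above or below the average of its plate-row segment, actives on both sides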;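 also: Alexa488 bead fluorescence after subtracting the streptavidin-only scavenger bead signal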
# MEKK2 WT-MEK5: raises or lowers MEK5 binding to wildtype human MEKK2 PB1 domain; AID 1531; Q9Y2U5; bead flow cytometry, Alexa488-MEK5 binding to MEKK2 WT; actives lie on both sides; binding response (% of control), % at 10 µM; 290,000 tested, 1.1% active; in the data active = binding response below about 67% or above about 130%
# M18AAP inhibitor: blocks P. falciparum M18 aspartyl aminopeptidase; recombinant PfM18AAP, H-Glu-NHMec fluorogenic cleavage; inhibition, % at 7.35 µM; 290,000 tested, 1.2% active; AID 1822;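 active = inhibition above the campaign mean inhibition over all tested compounds plus 3 SD, cut at about 28% in these data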;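 also: 0% = plate median of test compound wells and 100% = 2 mM ZnCl2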
# IDE act: boosts human insulin-degrading enzyme activity in HEK cells; P14735; FAbeta-B cleavage, fluorescence polarization; 0% vehicle, 100% cell-free pure enzyme wells; activation, % at 5.96 µM; 340,000 tested, 0.073% active;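 active = activation above the mean of all tested compounds plus 3 SD, set per screening campaign, cut at about 17% in these data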
# Target sequence (P14735 whole entry, looked up): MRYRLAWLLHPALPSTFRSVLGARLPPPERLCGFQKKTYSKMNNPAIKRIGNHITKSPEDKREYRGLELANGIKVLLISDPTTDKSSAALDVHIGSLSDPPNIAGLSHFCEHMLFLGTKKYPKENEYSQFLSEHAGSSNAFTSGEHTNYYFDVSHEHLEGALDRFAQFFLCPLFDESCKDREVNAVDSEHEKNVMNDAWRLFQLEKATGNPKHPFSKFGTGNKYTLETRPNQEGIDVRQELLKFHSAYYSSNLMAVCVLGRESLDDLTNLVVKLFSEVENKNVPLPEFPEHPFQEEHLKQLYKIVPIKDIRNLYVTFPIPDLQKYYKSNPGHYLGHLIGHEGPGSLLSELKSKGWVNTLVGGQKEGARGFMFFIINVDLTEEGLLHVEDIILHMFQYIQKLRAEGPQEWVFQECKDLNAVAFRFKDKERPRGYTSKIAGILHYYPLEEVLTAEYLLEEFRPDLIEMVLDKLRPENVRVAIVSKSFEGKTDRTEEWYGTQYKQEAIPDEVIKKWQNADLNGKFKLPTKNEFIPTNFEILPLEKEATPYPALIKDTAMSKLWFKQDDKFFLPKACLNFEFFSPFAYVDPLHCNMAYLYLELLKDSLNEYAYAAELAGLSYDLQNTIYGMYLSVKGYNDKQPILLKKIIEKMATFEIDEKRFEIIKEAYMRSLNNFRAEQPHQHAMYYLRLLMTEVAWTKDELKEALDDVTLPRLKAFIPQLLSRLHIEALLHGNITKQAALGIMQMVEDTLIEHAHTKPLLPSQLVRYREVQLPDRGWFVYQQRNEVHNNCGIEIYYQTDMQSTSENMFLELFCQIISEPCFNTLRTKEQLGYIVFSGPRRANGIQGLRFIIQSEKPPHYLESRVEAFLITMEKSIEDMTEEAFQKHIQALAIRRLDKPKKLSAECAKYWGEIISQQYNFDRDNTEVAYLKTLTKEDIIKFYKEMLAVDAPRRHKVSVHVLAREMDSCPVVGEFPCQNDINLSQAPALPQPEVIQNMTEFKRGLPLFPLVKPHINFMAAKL
# UBC9 SUMO inh: blocks human SUMOylation mediated by UBC9; inhibition, % at 35 µM; 290,000 tested, 0.36% active; HTRF SUMOylation assay, SAE1/SAE2 + UBC9, in vitro; P63279; in the data active = inhibition above about 50%, passing the limit was not always enough; also: strong numbers were not always called active
# IDE cell inh: inhibitors of human insulin-degrading enzyme in cells; P14735; 320,000 tested, 0.41% active; inhibition, % at 5.59 µM; HEK cells, FAbetaB cleavage, fluorescence polarization; AID 434962;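 active = percent inhibition above the average of all tested compounds plus 3 SD, set per screening campaign, cut at about 16% in these data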;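 also: IDE supplied by intact live HEK cells; FP after avidin binding of uncleaved biotin substrate so inhibition keeps polarization high; 0% = DMSO wells and 100% = 60 µM reference IDE inhibitor Ii1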
# * marks the source's active call; other numbers are inactive results; · = not tested or not shown.
MEKK2mut PB1 HTS	structure	NALP1 yeast inh	p-CIP stab down	MEKK3 PB1 HTS	MEKK2 WT-MEK5	M18AAP inhibitor	IDE act	UBC9 SUMO inh	IDE cell inh
-1	Cc1nn(-c2ccccc2)c2c1C(c1ccc(Br)s1)C(C#N)=C(N)O2 (stereo unspecified)	3	7	114	104	11	1	-9	·
1	C=CCOC(=O)C1CC=CCC1C(=O)Oc1ccc(F)cc1F (stereo unspecified)	-9	-4	101	95	-1	7	8	-3
3	O=C(/C=C/c1cccc([N+](=O)[O-])c1)NCCc1ccc(F)cc1	17	-1	110	107	0	5	-6	7
-4	C/C(=C\c1ccco1)C1C(C#N)=C(N)Oc2n[nH]c(-c3ccc(C)cc3)c21 (stereo unspecified)	7	-5	97	96	8	3	7	0
3	O=c1[nH]c2sc3c(c2c(=O)n1Cc1ccccc1)CCC3	8	-11	99	102	1	3	21	0
5	CN1C(=S)SC2CS(=O)(=O)CC21 (stereo unspecified)	·	7	99	101	2	·	9	2
-5	O=C1N/C(=C/c2cccn2-c2ccccc2)C(=O)N1Cc1ccccc1F	3	-4	86	88	-19	6	4	4
-5	COc1ccc(/C=N/OCc2nc3c4c(ncn3n2)Oc2ccc3ccccc3c2C4c2ccccc2)cc1 (stereo unspecified)	2	-17	93	86	-9	1	-23	5
-1	Cc1cc2c(cc1C)C(c1cc(Br)ccc1F)CC(=O)N2 (stereo unspecified)	24	-3	104	98	19	7	50	-1
-6	COC(=O)C(Cc1ccccc1)NC(=O)c1cc(=O)[nH]c2ccccc12 (stereo unspecified)	-7	-4	99	94	-8	8	-4	-2
22	O=C(CC12CC3CC(CC(C3)C1)C2)NC(=S)NCc1ccccc1	21	-5	108	118	-11	0	-6	4
3	Cc1nn(C(C)C(=O)O)c2ccccc12 (stereo unspecified)	-3	-8	100	104	1	2	-8	7

# For convenience, part of the list above.
MEKK2mut PB1 HTS	structure	NALP1 yeast inh	p-CIP stab down	MEKK3 PB1 HTS	MEKK2 WT-MEK5	M18AAP inhibitor	IDE act	UBC9 SUMO inh	IDE cell inh
-1	Cc1nn(-c2ccccc2)c2c1C(c1ccc(Br)s1)C(C#N)=C(N)O2 (stereo unspecified)	3	7	114	104	11	1	-9	·
1	C=CCOC(=O)C1CC=CCC1C(=O)Oc1ccc(F)cc1F (stereo unspecified)	-9	-4	101	95	-1	7	8	-3
3	O=C(/C=C/c1cccc([N+](=O)[O-])c1)NCCc1ccc(F)cc1	17	-1	110	107	0	5	-6	7
-4	C/C(=C\c1ccco1)C1C(C#N)=C(N)Oc2n[nH]c(-c3ccc(C)cc3)c21 (stereo unspecified)	7	-5	97	96	8	3	7	0
3	O=c1[nH]c2sc3c(c2c(=O)n1Cc1ccccc1)CCC3	8	-11	99	102	1	3	21	0

# Continuation:
MEKK2mut PB1 HTS	structure	NALP1 yeast inh	p-CIP stab down	MEKK3 PB1 HTS	MEKK2 WT-MEK5	M18AAP inhibitor	IDE act	UBC9 SUMO inh	IDE cell inh
7	Cc1c(NC(=O)c2c(N)n(-c3ccccc3)c3nc4ccccc4nc23)c(=O)n(-c2ccccc2)n1C	24	-7	99	100	0	·	11	4
-9	Cn1c(SCc2ccc([N+](=O)[O-])cc2)nc2c(c1=O)SCC2	8	13	79	77	-10	3	2	-1
0	Cc1nnc(-c2cccc(Br)c2)c2cn(-c3ccc(Br)cc3)nc12	21	-3	107	99	-2	1	-9	3
-5	FC(F)(F)c1ccc(Cl)c(-n2c(-c3cc(C4CC4)[nH]n3)n[nH]c2=S)c1	-9	0	95	96	10	-2	-3	-2
-11	CC1CCCCC1NC(=O)CN1CCC(O)(c2ccc3c(c2)OCO3)CC1 (stereo unspecified)	-8	-7	91	85	-6	1	2	0
-1	c1ccc(-n2nnnc2-c2cnc(-c3cccnc3)nc2-c2cccs2)cc1	-3	-2	108	95	5	0	15	5
-5	COc1ccc(-c2csc3ncnc(N4CCN(c5ccccc5Cl)CC4)c23)cc1	7	-7	100	91	3	4	-2	1
4	CC1=C(C(=O)Nc2ccccc2)C2(CCCCC2)C(C#N)=C(SCC(N)=O)N1	11	-6	99	100	-3	3	-13	1
2	COCCNC(=O)CSCc1cc(C)cc(C)c1	6	7	102	101	3	-5	15	6
16	COC(=O)c1cc(Br)c(=O)n(-c2ccccn2)c1	-12	-1	108	105	4	-3	16	-2
0	O=C(CC(Nc1ccc(F)cc1)C(=O)O)c1ccccc1 (stereo unspecified)	13	-9	100	108	-42	4	-1	-5
-2	COc1ccccc1N(CC(O)CN1CCOCC1)S(=O)(=O)c1ccccc1 (stereo unspecified)	-2	0	97	93	6	2	10	1
-1	COc1ccc(OCC(=O)Nc2ccncc2)cc1	·	-13	102	93	-6	9	-9	0
4	CCn1c(=O)c2c(cnn2C)c2ccccc21	13	-4	107	108	-5	-2	26	4
9	COc1cc(/C=N/N(CCO)C2=NS(=O)(=O)c3ccccc32)cc(OC)c1OC	7	-11	104	109	7	4	6	2
-7	Cc1ccc2c(=O)c(C(=O)NCc3cccs3)c[nH]c2c1	3	-8	94	106	2	1	10	2
-3	Cc1nc(SCC(O)CCl)c([N+](=O)[O-])[nH]1 (stereo unspecified)	2	-6	94	103	-8	6	-35	2
-1	COC(=O)CSc1n[nH]c(=S)s1	31	5	93	96	22	-2	12	-3
2	CC(C)c1ccc(/C=C/C(=O)NC(=S)NN2CCOCC2)cc1	11	-10	100	101	1	-29	7	·
2	NC(=O)Cn1nc([N+](=O)[O-])nc1Oc1ccc(Br)cc1	10	-21	103	97	-3	3	-4	-2
5	CCC[C@@H](CN[C@@H](CNC)[C@H](C)CC)NCC1CCC(C(C)(C)C)CC1 (stereo partly specified)	12	7	103	148*	-1	-1	5	1
-6	S=C(Nc1ccc(-c2nc3ccccc3[nH]2)cc1)Nc1cccnc1	-1	-8	100	99	21	0	22	2
6	CCN1CCN(Cc2nnc(-c3ccccc3)o2)CC1	16	-5	105	106	-10	2	20	-5
-2	COc1cc(-c2nc3ccc(C)cn3c2Nc2ccc3c(c2)OCCO3)ccc1O	22	2	90	93	41*	5	-13	3
6	Cc1ccc(N2CCN(C(=S)c3ccc(N(C)C)cc3)CC2)cc1	13	-1	101	96	9	-3	-9	5
-10	O=C(CN1C(=O)c2ccccc2C1=O)Nc1ccccc1C(=O)N1CCCC1	·	-23	94	92	0	6	-4	0
-3	O=C(c1ccco1)N1CCN(CCCCOc2ccc(F)cc2)CC1	28	-12	82	85	5	3	-3	-1
6	OCCN1CCN(c2ncnc3sc4c(c23)CCCC4)CC1	-33	-4	101	101	5	3	6	8
-2	O=C(NC(=S)Nc1ccccc1N1CCOCC1)c1ccc(-c2ccccc2F)o1	·	-5	101	96	2	7	-23	1
0	Cc1ccn2c(Nc3ccccc3C)c(-c3ccncc3)nc2c1	1	-4	95	99	7	3	6	0
1	COc1ccc(S(=O)(=O)Nc2ccccn2)c(C)c1C	3	-13	102	102	-7	10	9	2
1	O=C(CN1CCC(NC(=O)c2ccc(F)cc2)CC1)NCc1ccccc1F	0	-6	97	95	6	3	-4	3
-4	Cc1oc2cc(O)ccc2c(=O)c1Oc1ccc2ccccc2c1	32*	-9	97	91	17	-4	35	-2
5	COc1ccc(/C(C)=N/NC(=O)c2nc(C)cc(C)n2)cc1	6	6	105	107	5	8	10	4
-5	CCOc1ccc(NC(=O)c2ccc(S(=O)(=O)N3CCOCC3)cc2)cc1	12	2	99	92	-13	3	12	3
3	COc1cccc(C(=O)Nc2nnc(S(=O)(=O)N3CCOCC3)s2)c1	2	0	99	101	1	4	8	-4
-2	O=C(CC1SC(=O)NC1=O)Oc1ccc(/C=N/NC(=O)c2ccccc2O)cc1 (stereo unspecified)	-5	3	102	95	4	9	15	-1
0	Cc1ccc2nc3c(cc(C(=O)NCC4CCCO4)c(=N)n3C3CCCC3)c(=O)n2c1 (stereo unspecified)	12	-4	100	97	-2	9	34	9
2	COc1ccc(/C=C/C(=O)N2CCCc3ccccc32)c(OC)c1	34	-7	102	102	-7	3	-8	-1
-7	COc1ccccc1CCc1nnc(CCC(=O)NCCOc2cccnc2)o1	10	-10	101	93	0	3	15	-2
4	CC(C)C[C@H](NC(=O)NCCC1=CCCCC1)C(=O)O	0	2	93	95	-5	1	-3	5
-3	CSCC[C@H](NC(=O)NCCC1=CCCCC1)C(=O)O	-3	0	96	100	-4	8	-10	0
2	O=C(COC(=O)c1cc[n+]([O-])cc1)Nc1ccc([N+](=O)[O-])cc1	3	-30	111	100	8	3	11	6
-1	COCCNC(=O)CN(C(=O)c1ccc(N2CCCC2)nc1)c1ccccc1	2	1	118	112	-1	-2	0	-1
-12	COC(=O)COc1ccc(-c2ccc(F)cc2)cc1C=O	21	-10	90	86	-10	-2	17	1
-9	COc1ccc2cc(C#N)c(N3CCOCC3)nc2c1	12	4	99	95	2	-2	6	3
-9	Cc1c(Cl)c([N+](=O)[O-])nn1CC(=O)N1CCc2ccccc2C1	-1	-14	88	91	-2	5	20	-1
20	CC(Nc1nc(N2CCN(CCO)CC2)nc2ccccc12)c1ccccc1 (stereo unspecified)	10	-5	103	116	0	2	-6	1
0	Cc1cccc(-n2ncc3c2CCCC3NC(=O)C2=CC(=O)CC(C)(C)O2)c1C (stereo unspecified)	13	-17	105	105	-3	4	-2	6
1	CNC(=S)NCCC(c1ccccc1)c1ccccc1	9	-2	97	99	-5	-6	-7	-6
4	COc1cc(CNCC2CCCO2)ccc1OCC(N)=O (stereo unspecified)	6	-4	104	106	2	4	10	2
-1	Cc1cccc(C(=O)NC(=S)N2CCN(C(=S)NC(=O)c3cccc(C)c3)CC2)c1	8	2	104	100	2	3	9	2
13	Nc1nnnn1/N=C/c1ccccn1	36	5	103	101	-3	2	-5	8
6	COc1cc(OC)c(C#N)c(S(=O)Cc2ccccc2)c1 (stereo unspecified)	3	11	111	107	10	-1	11	0
3	c1ccc(-n2nnc3ccccc32)nc1	4	-22	109	108	-2	0	22	-1
4	COc1ccc(CNC(=O)CSc2ncn[nH]2)cc1OC	11	-14	98	97	34*	3	18	2
-4	CCOC(=O)C1=C(NC(=S)NC(=O)c2ccccc2)c2ccccc2CC1C(C)C (stereo unspecified)	26	3	104	97	2	-1	-7	2
15	Cc1onc(-c2c(Cl)cccc2Cl)c1C(O)c1ccc(F)cc1 (stereo unspecified)	17	7	106	103	-1	3	-2	6
3	CC(=O)NCCc1nc2cc(NC(=O)c3cccc([N+](=O)[O-])c3)ccc2n1C	-11	-3	103	102	0	-1	1	·
-9	O=C(O)CCN1C(=O)c2ccc(NC(=O)c3cccs3)cc2C1=O	10	-1	93	93	-2	4	37	-5

# More results
MEKK2mut PB1 HTS	structure	NALP1 yeast inh	p-CIP stab down	MEKK3 PB1 HTS	MEKK2 WT-MEK5	M18AAP inhibitor	IDE act	UBC9 SUMO inh	IDE cell inh
11	Nc1[nH]c(N=NC(=O)c2ccc(Cl)cc2)c2ccccc12	16	-4	100	98	2	1	-2	6
7	CCOC(=O)c1c(C)[nH]c(C(=O)C(C)OC(=O)c2cccc(OCc3c(C)noc3C)c2)c1C (stereo unspecified)	-13	-22	108	106	-1	-3	-15	9
6	CCN(CC)c1ccc(CN(C(=O)c2cc(OC)c(OC)c(OC)c2)C2CCS(=O)(=O)C2)cc1 (stereo unspecified)	-10	-6	102	105	-2	3	9	2
1	COc1cc(O)c(C(CCN2CCOCC2)c2ccc3c(c2)OCO3)c(OC)c1 (stereo unspecified)	7	15	92	90	·	0	7	0
3	COc1ccc(C(=O)NCc2nnc(SCC(=O)N3CCCCC3)o2)cc1OC	-11	-16	103	106	10	-2	-6	-4
-9	N#Cc1ccc(/C=C/C(=O)c2ccc3c(c2)OCO3)cc1	31	8	85	81	6	-5	0	4
-1	COc1ccc(-n2c(C)nc3cc(C(=O)NCc4ccc5c(c4)OCO5)ccc32)cc1	25	-6	101	100	-11	2	22	5

# A portion of the library (hit frequency here may not be typical).
